PvdQ acylase – P. aeruginosa PvdQ acylase inhibition; inhibition, % at 10 µM; purified PvdQ acylase, fluorescence plate reader; 340,000 compounds, 0.063% hits; in the data active = inhibition above about 30%, passing the limit was not always enough; inconclusive = no clear call, values can overlap the other calls;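 also: 0% = vehicle neutral wells and 100% = reference inhibitor wells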
Cardiac RTF inh – cardiac RTF calcium desensitization. P19429+P45379. IANBD-labeled cardiac RTF, Ca2+ fluorescence. inhibition, % at 7.15 µM. 340,000 compounds, 0.12% hits;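 active = inhibition above the mean inhibition of all tested compounds plus 3 SD, cut at about 17% in these data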;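 also: assay run at fixed EC70 calcium of 1.6 mM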
Keap1-Nrf2 PPI – inhibitors of human Keap1-Nrf2 protein-protein interaction. Q14145. Keap1 Kelch-Nrf2 peptide fluorescence polarization, 1536-well. inhibition, % at 9.4 µM. 340,000 compounds, 0.15% hits. AID 504523; in the data active = inhibition above about 12%; inconclusive = no clear call, values can overlap the other calls; inactive = below about 7.3%;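 also: human Keap1 Kelch domain with fluorescein labeled Nrf2 9mer peptide probe; 0% = neutral control wells and 100% = peptide positive control; higher means more block of Keap1 binding to Nrf2 peptide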
Target sequence (Q14145 whole entry, looked up, the tested form may be a part): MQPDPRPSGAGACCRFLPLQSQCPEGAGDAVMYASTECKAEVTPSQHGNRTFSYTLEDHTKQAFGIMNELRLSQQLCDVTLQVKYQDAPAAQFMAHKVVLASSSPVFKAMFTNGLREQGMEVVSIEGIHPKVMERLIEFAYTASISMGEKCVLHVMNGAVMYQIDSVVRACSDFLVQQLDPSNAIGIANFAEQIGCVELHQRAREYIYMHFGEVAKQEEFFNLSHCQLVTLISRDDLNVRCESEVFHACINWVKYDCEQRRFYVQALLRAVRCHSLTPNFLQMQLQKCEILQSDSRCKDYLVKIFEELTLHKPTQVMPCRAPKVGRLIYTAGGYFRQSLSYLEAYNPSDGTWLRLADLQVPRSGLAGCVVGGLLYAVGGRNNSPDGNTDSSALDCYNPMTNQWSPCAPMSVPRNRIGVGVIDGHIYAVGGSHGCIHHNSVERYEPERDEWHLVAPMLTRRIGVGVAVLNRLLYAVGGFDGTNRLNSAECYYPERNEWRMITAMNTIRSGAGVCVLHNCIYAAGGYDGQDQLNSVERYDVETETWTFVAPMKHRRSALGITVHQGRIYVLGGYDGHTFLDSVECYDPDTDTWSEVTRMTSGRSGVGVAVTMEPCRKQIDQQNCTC
cardiac RTF act – cardiac RTF calcium sensitization; P19429+P45379; IANBD-labeled TnC RTF fluorescence at EC20 calcium; 0% EC20 calcium, 100% full calcium; activation, % at 7.2 µM; 340,000 compounds, 0.24% hits;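 active = activation above the mean over all tested compounds plus 3 SD, cut at about 30% in these data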;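 also: rise in fluorescence read as greater calcium sensitivity of cardiac thin filaments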
CDK5 inh – inhibitors of human CDK5/p35 kinase. Q00535+Q15078. inhibition, % at 10 µM. Recombinant CDK5/p35, ADP-Glo luminescence, 60 min. 330,000 compounds, 0.01% hits. AID 488839;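 active = highest replicate inhibition of at least 50% and at least 75% of replicates reaching 50%; inconclusive = only one of the two criteria met; inactive = both criteria failed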;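 also: plate controls were DMSO neutral control for no effect and GW8510 at 10 µM for full effect; many of its hits are not listed in these tables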
NSD2 inh – NSD2 (human) methyltransferase inhibition. O96028. inhibition, % at 12.5 µM. 310,000 compounds, 0.54% hits. NSD2 peptide methylation, AlphaScreen, 120 min; in the data active = inhibition above about 50%
Mot1-301 SUMO – SUMOylation pathway inhibition by Mot1-301 growth rescue. S. cerevisiae Mot1-301 growth rescue, ATP luminescence, 38.5C; percent above DMSO median, 100 means doubled. growth rescue, % at 18.8 µM. 320,000 compounds, 1% hits. AID 2716;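 active = every valid replicate shows activation above 250% relative to neutral control wells; inactive = the rest, any valid replicate at or below 250%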;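 also: OY570 slx delta 5 strain wells were the positive control but not used for scaling; some compounds called inactive have numbers as strong as hits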
dFosB act – activators of mouse delta FosB homodimer; purified delta FosB, TAMRA-CDK5 oligo fluorescence polarization; percent of positive-control signal above neutral wells; activation, % at 25 µM; 340,000 compounds, 0.99% hits; AID 493131;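 active = mean activation above about 17%, with every replicate also reaching it, limit read from the data, passing the limit was not always enough; inconclusive = only one of the two conditions met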;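 also: fluorescence polarization rise as delta FosB binds a TAMRA Cdk5 AP-1 oligo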
PfHsp90 yeast 2 – growth inhibition of yeast expressing Plasmodium Hsp90. S. cerevisiae expressing PfHsp90, BacTiter-Glo ATP, 48 h; yeast lacking PDR1 and PDR3 efflux regulators. inhibition, % at 9.4 µM. 310,000 compounds, 0.32% hits. AID 504621;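 active = every replicate shows inhibition above about 80%, whatever the replicate mean, limit read from the data; inconclusive = mean inhibition reaches the set limit but some replicate falls short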;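 also: 0% = DMSO neutral controls and 100% = 20 µM radicicol positive controls; yeast relying on Plasmodium falciparum Hsp90 in place of its own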
LANA DNA inh – KSHV C-LANA DNA binding inhibition; inhibition, % at 9 µM; 340,000 compounds, 0.078% hits; MBP-C-LANA/FAM-LBS DNA binding, fluorescence polarization; AID 504423;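 active = highest replicate inhibition at or above 60% at 9 µM, even if other replicates fall short; inactive = all replicates below 60% inhibition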;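 also: 0% = neutral control wells and 100% = 4 µM acridine orange control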
Rtt109 Vps75 – inhibitors of Candida albicans Rtt109/Vps75 histone acetyltransferase; Q5AAJ8; purified Rtt109/Vps75, ThioGlo CoA-SH fluorescence, 4 h; inhibition, % at 34.9 µM; 330,000 compounds, 0.16% hits; AID 540336;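 active = inhibition of at least 50% in every replicate; inconclusive = best replicate reaches 50% inhibition but some replicates fall short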
Target sequence (Q5AAJ8 whole entry, looked up): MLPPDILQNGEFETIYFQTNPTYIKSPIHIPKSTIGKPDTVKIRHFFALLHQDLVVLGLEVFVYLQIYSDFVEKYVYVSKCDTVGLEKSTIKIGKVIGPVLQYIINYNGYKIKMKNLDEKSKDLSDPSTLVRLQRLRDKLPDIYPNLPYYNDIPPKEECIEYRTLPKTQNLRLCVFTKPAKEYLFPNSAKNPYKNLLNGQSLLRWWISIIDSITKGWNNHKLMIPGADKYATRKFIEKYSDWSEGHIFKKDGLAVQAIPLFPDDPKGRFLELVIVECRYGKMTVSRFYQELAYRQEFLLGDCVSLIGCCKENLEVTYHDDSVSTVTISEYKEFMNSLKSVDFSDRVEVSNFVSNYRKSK
* = called active by the depositor; ? = inconclusive; / = not tested or not shown. No enrichment for hits; any-hit rate near 3.2%.

SMILES	PvdQ acylase	Cardiac RTF inh	Keap1-Nrf2 PPI	cardiac RTF act	CDK5 inh	NSD2 inh	Mot1-301 SUMO	dFosB act	PfHsp90 yeast 2	LANA DNA inh	Rtt109 Vps75
CC1CC(C)(C)N(C(=O)CN2C(=O)c3ccccc3C2=O)c2ccccc21 (centres undefined)	-3	-7	-3	3	-1.5	/	2	-2	-2	2.0	5
O=C(CSc1nnc(-c2ccccc2)c(-c2ccccc2)n1)N1CCc2ccccc21	3	-6	-1	1	-0.3	1	5	-10	12	-1.4	0
CC(=NNc1ccc([N+](=O)[O-])cn1)c1ccc(N)cc1	6	-12	-3	-4	-0.2	9	/	-2	-7	0.2	2
N=c1ccn(Cc2ccc(Cl)cc2Cl)cc1	-8	-1	1	-2	1.3	4	5	-1	10	0.2	12
O=C(COc1ccc(S(=O)(=O)N2CCCC2)cc1Cl)Nc1ccc2c(c1)OCO2	-12	-1	0	6	-0.7	-1	12	-6	15	1.4	-25
Cc1nc(-c2ccc(S(=O)(=O)NCc3cccnc3)s2)cs1	-12	-8	3	1	0.1	2	0	1	15	0.0	6
O=C(CC1CCCCC1)N1CCC(c2nc(-c3ccc(S(=O)(=O)N4CCCC4)cc3)no2)CC1	4	0	-5	-2	-0.9	/	-2	-1	4	-1.0	24
O=C(N/N=C/C=C/c1ccco1)c1cnccn1	-10	/	-3	/	0.4	-3	7	-3	29	3.9	3
O=C(C[n+]1ccc2ccccc2c1)Nc1cc(C(F)(F)F)ccc1Cl	-2	-6	6	1	-0.6	-1	3	-2	0	0.3	1
Cc1nc2cc(NC(=O)Nc3cccc4ccccc34)ccc2n1C	-11	2	1	-6	-2.3	1	10	10	9	0.3	-3
CCSc1nsc(NC(=O)Nc2ccccc2OC)n1	-1	-6	4	2	-0.8	-2	-1	-2	10	-0.1	/
CC(OC(=O)Cc1n[nH]c(=O)c2ccccc12)C(=O)Nc1ccccc1[N+](=O)[O-] (centres undefined)	-6	-19	-3	-5	-0.4	2	1	-6	13	0.8	-9
NS(=O)(=O)c1cccc(NC(=O)Cn2cnc3ccccc3c2=O)c1	-11	0	-2	5	-0.7	2	129	-8	22	0.9	-4
Cc1cccc(C(=O)NCC(=O)N2CCC2)c1	5	-3	-1	-2	-0.2	0	3	1	-4	0.0	13
CC(C)=CC(=O)Nc1ccc(S(=O)(=O)Nc2ccccn2)cc1	2	6	-2	1	-1.8	-2	-1	-4	3	-1.0	-1
CC(C)CNC(=O)COC(=O)CCC(=O)c1ccc(Cl)cc1	-10	-3	-5	-3	0.1	1	/	-1	/	-1.9	-1
COc1cc(Cl)c(S(=O)(=O)N2CCN(Cc3ccc4c(c3)OCO4)CC2)cc1Cl	-20	-12	-2	3	0.8	/	73	-2	5	-0.1	-3
Cc1ccc(-n2nnnc2CS(=O)(=O)c2ccccc2)c(C)c1	-3	-1	-6	0	-0.8	-2	9	-5	-31	-0.2	-1
O=C(OCC#CCSc1nnc(-c2ccccc2)o1)c1cc2ccccc2o1	-10	4	-10	2	1.5	-2	582*	-13	-7	-0.2	-9
Cc1sc(C(=O)Nc2ccc3ccccc3c2)cc1CC(=O)O	-15	-7	-6	2	0.7	4	3	4	-38	-1.3	4
Cc1ccc(C)c(NC(=S)NCC(c2cccnc2)N2CCOCC2)c1 (centres undefined)	6	-11	-2	9	0.5	-2	8	-9	-13	-0.9	1
Cc1ccccc1NC(=O)CC1S/C(=N/c2nccs2)N(C)C1=O (centres undefined)	-10	-6	0	5	0.1	-1	-18	0	50	1.7	-5
CN1CCN(CCC(=O)Nc2ccc(C3CCCC3)cc2)CC1	-16	4	1	2	-1.4	-3	0	-3	5	0.3	8
CN(Cc1ccco1)S(=O)(=O)c1csc(C(N)=O)c1	-8	-4	-2	-2	0.9	/	-8	-12	-8	-1.4	6
CCN(c1ccc(OC)cc1)S(=O)(=O)c1nnc(NC(=O)c2ccco2)s1	-4	-11	0	-3	1.2	12	-19	-11	4	-1.3	-2
Cc1cccc(NC(=O)Cn2cnc3ccccc3c2=O)c1C	4	8	-1	-5	0.4	-5	196	3	9	0.1	0
CCOc1nc(-c2ccc(OC)cc2)ccc1-c1noc(-c2cc(OC)c(OC)c(OC)c2)n1	-11	-5	-4	-1	-1.1	-9	-5	-10	5	-0.1	-1
COc1ccc(Nc2nc(Cl)nc(NCCO)n2)cc1	9	10	1	-6	0.1	-3	1	-2	-1	-1.2	-2
OCCn1c(CSc2nnc(-c3ccco3)n2-c2ccccc2)nc2ccc(Cl)cc21	-4	10	-5	5	0.7	28	4	-10	-2	-1.3	-2
Cc1ccc(S(=O)(=O)Nc2ccccc2CNC2CCCCC2)cc1	-9	1	-3	-6	0.1	1	-12	-9	-10	-0.1	-3
Cc1cc(S(=O)(=O)NCCN(C)C)c(C)s1	-4	-7	4	0	-0.4	3	5	-4	/	0.7	1
CCn1nc(C)c(CN2CCC(n3nccc3NC(=O)c3ccc4c(c3)OCO4)CC2)c1C	-9	-8	2	1	2.5	-6	2	-10	-40	-0.3	-17
Cc1ccc(-c2c[nH]c(=S)n2-c2ccccc2F)cc1	-4	3	-2	-4	3.4	12	/	-8	-9	-1.6	1
CCOC(=O)c1ccccc1NC(=O)/C(C)=C/C(=O)O	-9	-8	0	6	0.6	-2	5	-1	-2	-0.5	-5
CCOC(=O)c1c(OCC)[nH]c2c1cc(O)c1ccccc12	2	8	5	1	6.4	18	0	-10	-4	-1.2	?
Cc1ccc(-c2nc(S(=O)(=O)c3ccccc3)c(SCC(=O)NCC3CCCO3)o2)cc1 (centres undefined)	-8	-7	-1	-1	0.2	3	7	-20	14	0.6	-4
COc1ccccc1NC(=O)NNC(=O)c1cc2ccccc2cc1O	-5	-1	-9	5	-2.5	0	-10	14	-6	-0.3	-1
C#CCOCCOCCOCCNc1nc(N2CCOCC2)nc(N2CCN(C(=O)[C@H](CCC(=O)O)n3cc([C@@H](N)CCCCN)nn3)CC2)n1	-4	2	0	1	0.0	/	-7	5	10	2.6	12
COc1ccc(Cc2nnc(NC(=O)c3cccc([N+](=O)[O-])c3)s2)cc1	1	-5	1	7	0.8	-3	133	2	4	-0.4	7
CC1=C(n2ccnc2)CCC1=O	-1	-3	1	-2	-0.2	/	-9	-2	25	-0.5	-5
c1ccc(CN2CCN(C(c3ccccc3)c3ccccc3)CC2)cc1	-12	-5	-5	-2	0.2	-2	3	2	22	1.5	4
S=C(NCCc1ccccn1)Nc1ccc(Cl)c(Cl)c1	0	-5	-7	3	1.7	0	0	4	-3	-0.7	-1
O=C(O)c1ccc(N2CC3CC(C2)c2cccc(=O)n2C3)c(NC(=S)Nc2ccc(Cl)cc2Cl)c1 (centres undefined)	-3	-6	-2	4	0.6	3	/	-1	-21	-0.5	-2
O=C(COC(=O)c1c(Cl)cccc1Cl)NCC1CCCO1 (centres undefined)	8	-4	0	3	0.4	-3	18	-10	-15	-0.1	0
Cc1cc(C)c(C)c(S(=O)(=O)Nc2ccc(O)cc2)c1C	-15	-6	-1	0	-0.1	-2	-8	-3	41	0.4	-6
O=C(COC(=O)c1cc(=O)[nH]c2ccccc12)c1cccs1	7	7	-6	-4	4.0	11	-7	-2	9	-0.6	-1
COC(=O)c1cc(OC)c(OC)cc1NC(=O)c1ccccc1	-5	0	-4	0	0.2	1	5	2	-14	0.4	-5
NC(=O)[C@@H]1CCCN1C(=O)c1ccc2oc(CCc3ccccc3)nc2c1	5	-7	-2	-5	4.1	-5	5	2	-6	-0.6	1
COc1ccc(NC(=O)c2coc(C)c2)cc1	11	10	1	-7	-0.6	-1	65	-5	-17	1.4	8
Cc1ccc(C(=O)N/C(=C\c2cccs2)C(=O)NCc2ccncc2)cc1	-18	-8	-3	6	-1.1	0	612*	-2	9	-2.6	2
OCCN1CCN(c2ncnc3scc(-c4ccc(F)cc4)c23)CC1	0	-12	1	-2	0.5	3	0	-2	6	-1.0	10
O=C(c1ccccc1)N1CCN(C(=S)NCCc2ccccc2)CC1	-1	5	2	-3	-0.8	-4	185	-2	-3	0.8	22
CCc1ccc(NC(=S)N2CCN(C)CC2)cc1	-7	-5	-5	-1	0.7	0	-2	1	-18	0.4	-5
O=C(CSc1ncnc2c1cnn2-c1ccccc1)NCC1CCCO1 (centres undefined)	-6	4	3	4	-0.6	1	6	-2	-9	1.1	-10
Cc1ccc(-n2ncc(C(=O)Nc3cc(Cl)ccc3C)c2C2CCNCC2)cc1C	-11	-15	2	2	1.5	7	-26	-10	3	-2.7	/
COc1cccc(-c2cc(C(=O)N3CCN(S(=O)(=O)c4ccc(Br)cc4)CC3)[nH]n2)c1	4	-1	3	0	-0.2	-2	9	75*	1	-0.7	-12
CCCSc1nnc2n(C)c(=O)c3c4c(sc3n12)CCC4	-17	-8	-3	0	0.6	0	1	-22	9	-1.3	/
COc1cc(/C(C#N)=C/c2cccc3ccccc23)c([N+](=O)[O-])cc1OC	9	7	-7	6	2.4	0	5	-9	3	1.3	6
Cc1ccsc1/C=N/NC(=O)CNC(=O)c1c(F)cccc1Cl	-9	1	-1	-3	/	-1	-10	15	14	-0.5	5
O=c1c(Cc2ccc(Cl)cc2Cl)c(O)ccn1CCCN1CCOCC1	-9	-7	4	1	0.3	4	5	1	3	-0.2	-7
The results go on.
SMILES	PvdQ acylase	Cardiac RTF inh	Keap1-Nrf2 PPI	cardiac RTF act	CDK5 inh	NSD2 inh	Mot1-301 SUMO	dFosB act	PfHsp90 yeast 2	LANA DNA inh	Rtt109 Vps75
O=C1CCCN1C(=O)CSc1ncnc2sccc12	4	2	1	-10	-0.9	7	/	-4	18	1.4	-7
COc1ccc(NC(=S)N2CCNC(=O)C2CC(=O)Nc2ccc(C)cc2)cc1 (centres undefined)	-7	-2	4	1	-0.8	2	7	-1	14	0.5	7
CCn1c(CNC(=O)COc2ccc(C(C)C)cc2)nnc1SCC(=O)Nc1ccccc1F	0	-1	-1	-5	0.0	3	-14	-4	-22	1.4	2
COc1cccc(NC(=O)CSc2nnc(C)s2)c1	-17	1	-4	7	1.4	-2	/	5	-43	0.3	-3
Nc1nnc(SCc2ccc(F)cc2)s1	-5	-4	2	-1	0.1	23	-14	-4	6	-0.1	2
CCC(=O)c1ccc(OCC(=O)N2CCCC2)c(OC)c1	-12	-17	0	5	-0.9	-4	2	-3	-2	-0.8	-7

Bioassay records from PubChem BioAssay.
